Screening results: PubChem, National Center for Advancing Translational Sciences (NCATS)
JMJD2A Tudor – blocks the human JMJD2A Tudor domain. O75164. AlphaScreen JMJD2A-Tudor / H3K4me3 peptide binding. Potency, µM (doses to about 114 µM), without a hit: top-dose activity change, negative = inhibition, actives largely listed as inhibitors. actives 4.4% (n = 390,000); also: potency is read from the fitted curve at half-maximal effect; % is scaled to controls: 0 for no effect and ±100 for the full control effect; nearly all actives have a fitted effect of over 50% in size
GLS inhibitor – inhibitors of human glutaminase (GLS) | GLS enzymatic activity, qHTS titration | AID 624170 | O94925 | actives 0.21% (n = 410,000) | Potency, µM (top dose mostly 45.5 µM), for the others: top-dose activity change, negative = inhibition, most hits filed as inhibitors; also: potency is read from the fitted curve at half-maximal effect; % is scaled to controls: 0 for no effect and ±100 for the full control effect
Target sequence (O94925 whole entry, looked up): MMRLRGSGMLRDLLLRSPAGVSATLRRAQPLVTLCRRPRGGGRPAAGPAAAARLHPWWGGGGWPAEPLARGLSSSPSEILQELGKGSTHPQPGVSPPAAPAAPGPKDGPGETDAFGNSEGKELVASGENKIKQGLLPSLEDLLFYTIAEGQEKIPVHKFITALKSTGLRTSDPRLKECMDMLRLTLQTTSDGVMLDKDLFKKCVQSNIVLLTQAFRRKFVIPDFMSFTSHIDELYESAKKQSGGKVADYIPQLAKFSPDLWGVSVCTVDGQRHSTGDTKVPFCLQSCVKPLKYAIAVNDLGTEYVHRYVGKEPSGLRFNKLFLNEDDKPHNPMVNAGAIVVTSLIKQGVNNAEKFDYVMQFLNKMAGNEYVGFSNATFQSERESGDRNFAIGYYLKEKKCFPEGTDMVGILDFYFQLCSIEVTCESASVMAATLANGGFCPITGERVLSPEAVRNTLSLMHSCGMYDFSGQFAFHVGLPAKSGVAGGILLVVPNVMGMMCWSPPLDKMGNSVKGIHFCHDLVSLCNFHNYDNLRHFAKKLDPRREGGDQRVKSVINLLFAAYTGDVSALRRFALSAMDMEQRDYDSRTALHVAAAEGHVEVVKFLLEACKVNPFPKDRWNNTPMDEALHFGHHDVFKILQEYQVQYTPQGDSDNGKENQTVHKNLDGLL
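Compounds were pin-transferred onto hKGA, after which L-glutamine (1 mM solution) and a detection mix of glutamate oxidase, HRP and Amplex Red were added. Initial and 30 min RT fluorescence reads were collected.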
PGK inhibitor – inhibitors of T. brucei phosphoglycerate kinase; P07378; PGK/GAPDH coupled, Kinase-Glo luminescence, 60 min; Potency, µM (titrated, usually from 57.5 µM), without a hit: at the top dose activity change, negative = inhibition, hits mostly inhibitors; actives 0.043% (n = 380,000); also: potency is read from the fitted curve at half-maximal effect; % is scaled to controls: 0 for no effect and ±100 for the full control effect; nearly all actives have a fitted effect of over 60% in size
Target sequence (P07378 whole entry, looked up): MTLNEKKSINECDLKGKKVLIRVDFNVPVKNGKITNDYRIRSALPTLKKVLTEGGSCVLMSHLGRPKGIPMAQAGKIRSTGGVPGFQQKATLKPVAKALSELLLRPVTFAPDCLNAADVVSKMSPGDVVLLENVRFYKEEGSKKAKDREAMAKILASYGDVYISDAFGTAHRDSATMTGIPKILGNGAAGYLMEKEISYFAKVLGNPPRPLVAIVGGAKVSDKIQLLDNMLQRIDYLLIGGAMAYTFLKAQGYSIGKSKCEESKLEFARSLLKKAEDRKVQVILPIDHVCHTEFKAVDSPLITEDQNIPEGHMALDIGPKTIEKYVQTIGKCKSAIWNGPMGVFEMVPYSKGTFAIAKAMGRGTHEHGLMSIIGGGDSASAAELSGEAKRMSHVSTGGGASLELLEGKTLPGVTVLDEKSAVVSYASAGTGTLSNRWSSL
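Recombinant glycosomal PGK reaction used 1,3-bisphosphoglycerate generated in-well by GAPDH (100nM final) in 100mM TEA pH 7.6, 5mM MgCl2, 0.01% Tween-20. After 60 minutes at room temperature, ATP was read by Kinase-Glo Plus luminescence end-point.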
PI4K2A inh – PI4K2A (human) kinase inhibition. purified PI4K2A, ADP-Glo luminescence, 1 h; active compounds read low. activity change, negative = inhibition, % at 76.9 µM. actives 0.13% (n = 420,000); in the data active = activity change below about -50%; inconclusive = mostly about -30% to -49%;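 also: -100% = wells without enzyme as full effect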
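Compounds are screened against recombinant PI4K2A using PI as substrate and ATP, the latter dispensed at 300 microM. Reactions run one hour at ambient temperature before ADP-Glo detection; full inhibition defined by wells lacking enzyme.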
G9a block – G9a (human) methyltransferase inhibition | G9a H3K9 monomethylation, AlphaScreen, 2 h | Potency, µM (doses to about 102 µM), without a hit: top-dose activity, negative = inhibition, most hits filed as inhibitors | actives 8.8% (n = 350,000) | AID 504332; also: potency is read from the fitted curve at half-maximal effect; % is scaled to controls: 0 for no effect and ±100 for the full control effect; nearly all actives have a fitted effect of over 75% in size
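Compounds were preincubated with 20 nM G9a for 15 min, after which biotinylated H3K9 peptide (500 nM) and SAM (20 uM) started a 2 h room-temperature reaction. Monomethylated product was quantified by antibody-based AlphaScreen chemiluminescence.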
Pin1 inhibitor – human Pin1 inhibition; Potency, µM (titrated, usually from 115 µM), inactives show at the highest dose activity, negative = inhibition, hits mostly inhibitors; AID 504891; Pin1 FP peptide displacement, HiFluor488, 10 min; Q13526; actives 0.009% (n = 390,000); active = well fitted inhibition curve with a large enough effect in the polarisation, with a control signal flat, not every such curve was filed as active; inconclusive = small, poorly fitted or top-dose-only effect, or effect the other way, or a change in a side signal; inactive = no such curve, though single readings can be large or run the other way; the % refers to the polarisation; also: potency is read from the fitted curve at half-maximal effect; % is scaled to controls: 0 for no effect and ±100 for the full control effect
BAZ2B inh – BAZ2B (human) inhibition. AID 504333. Potency, µM (titrated, usually from 114 µM), without a hit: at the top dose activity change, negative = inhibition, most hits filed as inhibitors. AlphaScreen BAZ2B-H3K14Ac peptide displacement. actives 4.4% (n = 360,000). Q9UIF8; also: potency is read from the fitted curve at half-maximal effect; % is scaled to controls: 0 for no effect and ±100 for the full control effect; nearly all actives have a fitted effect of over 60% in size
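In this displacement format the biotinylated H3(5-23) peptide acetylated at Lys14 serves as ligand at 50 nM, with BAZ2B at 50 nM in PBS pH 7.4 containing 0.01% Tween-20. Donor and acceptor beads are 10 ug/mL final.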
Pol eta inh – DNA polymerase eta (human) inhibition. recombinant Pol eta, fluorescent DNA replication assay. actives 1.2% (n = 390,000). AID 588591. Potency, µM (titrated, usually from 114 µM), without a hit: at the top dose activity change, negative = inhibition, most hits filed as inhibitors; also: potency is read from the fitted curve at half-maximal effect; % is scaled to controls: 0 for no effect and ±100 for the full control effect
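Pol eta at 10 nM preincubated with compounds 15 min at room temperature; reaction started with fluorescent substrate (50 nM final) and read kinetically at 0 and 10 min.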
HP1b chromo inh – HP1-beta chromodomain-methylated histone interaction inhibition | P83916 | AlphaScreen HP1-beta / biotin-H3K9me3 peptide binding | Potency, µM (titrated, usually from 114 µM), inactives show top-dose activity change, negative = inhibition, actives largely listed as inhibitors | actives 0.56% (n = 390,000); also: potency is read from the fitted curve at half-maximal effect; nearly all actives have a fitted effect of over 70% in size; inactives centre near 23
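Compound inhibition of the preformed complex between 50 nM HP1-beta and 50 nM biotinylated H3K9me3 peptide was read by AlphaScreen. Buffer was PBS pH 7.4 with 0.01% Tween-20. Incubations ran 30 min at room temperature, with 10 ug/mL donor/acceptor beads.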
* = called active by the depositor; i = inactive; ? = inconclusive; nt = not tested or not shown; [ ] = remark or other dose. Unless noted, calls follow the shape of the dose curve; as a rule, active = well fitted curve in the direction sought with a large enough effect; inconclusive = small, poorly fitted or top-dose-only effect, or another doubt; inactive = no such curve, though single readings can be large; an effect the other way counts as inactive or inconclusive. An excerpt; the hit share may differ from the screen's.

The line under a structure holds: HP1b chromo inh | GLS inhibitor | PGK inhibitor | JMJD2A Tudor | Pol eta inh | G9a block | PI4K2A inh | BAZ2B inh | Pin1 inhibitor
1	O=C(Cc1cccs1)NCc1ccco1
 : 30% | -11% | 6% | -8% | -11% | 9%[59 µM] | 0 | -8% | 3%
2	N/C(CC(=O)Nc1cc(C(F)(F)F)ccc1Cl)=N\O
 : 37% | 7% | i | -1% | -5% | -24%[2.33 µM] | -1 | 4% | 1%
3	Cc1ccccc1NC(=O)NNC(=O)CCc1ccccc1
 : 31% | 18% | -1% | -8% | -15% | nt | 6 | -4% | -8%
4	Cc1nc(C)c(C(=O)Nc2ccccc2)s1
 : 14% | 0% | -3% | -3% | -1% | -8%[59 µM] | -8 | nt | -4%
5	Cn1ncc(Cl)c1C(=O)N1CCN(c2ccccc2)CC1
 : 4% | 3% | -6% | -12% | -13% | 106%[activator] | -11 | 8% | 6%
6	O=C(Nc1ccccc1C(=O)OCc1cc(=O)n2nc(C3CC3)sc2n1)c1cccc(F)c1
 : 22% | -2% | 9% | 5% | -14% | 13%[59 µM] | -1 | -5% | 3%
7	Cc1ccc(NS(=O)(=O)c2ccc(-n3cccn3)cc2)c(C)c1
 : 23% | 9% | i | -23% | -12% | 72%[activator] | 3 | 0% | -3%
8	Cc1csc(SCC(=O)Nc2ccccc2)n1
 : 4% | 1% | -1% | -1% | 8% | ? | 0 | 3% | -12%
9	Cc1ccc(CSc2ccc3nnc(CCNS(=O)(=O)c4ccc(C)cc4)n3n2)cc1
 : -11% | -6% | -6% | -26% | -15% | -28%[59 µM] | -1 | ? | 0%
10	COc1cc([N+](=O)[O-])ccc1NC(=O)CCCOc1cc(C)ccc1C
 : 18% | -4% | -6% | -3% | -17% | ? | 2 | -36% | -6%
11	Cc1ccc2nc(N(CCN3CCOCC3)C(=O)CCS(=O)(=O)c3ccccc3)sc2c1
 : 26% | 2% | -9% | -29% | -20% | 9%[0.501 µM] | 0 | 4% | 6%
12	CCOc1cc(/C=N/NC(=O)N/N=C/c2ccc(O)c(OCC)c2)ccc1O
 : 12% | 8.9µM* | 11% | -12% | -20% | nt | 1 | nt | -1%
13	CCCC1NC(=O)c2cc3ccccc3cc2-n2c1nc1cc(Cl)ccc1c2=O (stereo not given)
 : nt | -9% | -2% | nt | -17% | nt | 4 | nt | nt
14	COc1ccc(NC(=O)CSC2=Nc3ccccc3C3=NC(CCC(=O)NCCc4ccccc4)C(=O)N23)cc1 (stereo not given)
 : 15% | 6% | 13% | -24% | -12% | -8%[59 µM] | 1 | -20% | 1%
15	CCOc1ccc(N(C)S(=O)(=O)c2csc(C(N)=O)c2)cc1
 : -12% | -3% | -8% | -26% | -23% | 11% | 0 | -5% | 3%
16	CCOc1ccc(-n2ccn3c(CC(C)CC(=O)O)nnc3c2=O)cc1 (stereo not given)
 : 43%[activator] | -3% | -8% | 3% | -11% | 12%[59 µM] | -2 | 0% | ?
17	COc1ccccc1NNC(=O)C(O)(c1ccccc1)c1ccccc1
 : 9% | ? | i | -15% | ? | nt | 3 | -5% | -8%
18	O=C(CN1CCC(O)(c2cccc(F)c2)CC1)NCCc1c[nH]c2ccccc12
 : 13% | 12% | 4% | -35% | -7% | 7%[12.7 µM] | 2 | -36% | 2%
19	CCOCC(=O)Nc1cc(C(F)(F)F)ccc1Oc1cccc(Br)c1
 : 149%[activator] | 2% | 8% | 68%[activator] | -18% | 236%[activator] | -1 | 41%[activator][57.1 µM] | -8%
20	COc1cccc(C2C(C(N)=O)=C(C)Nc3ncnn32)c1 (stereo not given)
 : 33% | 5% | -3% | 4% | -14% | 4%[59 µM] | 1 | -1% | 3%
21	COc1cccc(CN2CCCCC2C(=O)O)c1 (stereo not given)
 : 18% | 0% | 1% | -18% | -3% | 9% | -4 | -1% | 2%
22	Cc1ccccc1NC(=O)CSc1ccc(-c2ccc(-n3cccn3)cc2)nn1
 : 3% | 0% | 2% | -15% | -9% | 18%[59 µM] | 5 | 1% | 2%
23	O=C(CN1C(=O)NC(Cc2ccccc2)C1=O)Nc1ccc(OC(F)F)cc1 (stereo not given)
 : 11% | 0% | i | -3% | -22% | -33% | 0 | -1% | -11%
24	CC(C)N(Cc1nc(-c2ccc(Cl)cc2)no1)C(=O)C12CC3CC(CC(C3)C1)C2
 : 13% | -1% | -8% | -17% | -16% | 8%[12.7 µM] | -1 | -6% | 2%
25	NC(=O)Nc1ccc(C(=O)OCC(=O)Nc2cccc(S(=O)(=O)NC3=NCCC3)c2)cc1
 : 28% | 1% | 1% | -18% | -11% | -45%[12.7 µM] | 9 | -3% | -3%
26	COc1ccc(CCNC(=O)COc2cc(C)cc3oc(=O)cc(C)c23)cc1
 : 15%[57 µM] | -5% | -8% | 2% | -16% | 38%[activator][59 µM] | 4 | 4% | 10%
27	CN(CCO)S(=O)(=O)c1ccc2c(c1)C(=NNC(N)=O)c1cc(S(=O)(=O)N(C)CCO)ccc1-2
 : 38% | 0% | 2% | -12% | -2% | nt | -3 | 0% | 0%
28	Cc1ccccc1NC(=O)CSc1nc2ccc(NC(=O)c3cccs3)cc2s1
 : 71%[activator] | 6% | i | 2% | -13% | 27%[59 µM] | 0 | 0% | 18%
29	CCOc1ccccc1OCC(=O)NN1Cc2ccccc2C1=N
 : 33% | -9% | i | -11% | 8% | ? | 2 | 1% | -4%
30	CCOC(=O)C1=C(C)OC(N)=C(C#N)C1c1cc(OC)c2c(c1)OCO2 (stereo not given)
 : 27% | 7% | -4% | -26% | -10% | -4%[59 µM] | 5 | 3% | 12%
31	O=S(=O)(c1cccc(F)c1)N1CCN(c2nc(-c3cccnc3)nc3ccccc23)CC1
 : 22% | -1% | -6% | -22% | -20% | nt | -1 | nt | 53%[activator]
32	Cc1cc(=O)oc2cc(OC(C)C(=O)NCC3CCCO3)ccc12 (stereo not given)
 : 32% | 1% | -2% | 7% | -2% | 32%[12.7 µM] | -2 | -22% | -1%
33	COc1ccccc1CN(C)C(C)C(=O)Nc1cccc(C(C)=O)c1 (stereo not given)
 : 11% | 2% | -1% | -11% | -4% | -7% | -4 | -13% | 10%
34	C#CCSc1n[nH]c(-c2ccco2)n1
 : 40%[activator] | -9% | -4% | 7% | -3% | ? | 6 | -17% | -13%
35	Nc1nnc(SCC(=O)NNC(=O)c2ccccc2F)s1
 : 32%[activator][57 µM] | 23% | -2% | -10% | -21% | nt | 1 | nt | -10%
36	CCN(CC)c1cc2c(cc1F)c(=O)c(S(=O)(=O)c1ccc(OC)cc1)cn2CC
 : 34% | 0% | -6% | -11% | -25% | -13%[59 µM] | 0 | 0% | 4%
37	COc1ccc(CN=C2Nc3ccccc3CS2)cc1
 : 42%[activator] | nt | -7% | 41%[activator] | -2% | 12%[59 µM] | -2 | 1% | ?
38	O=C(NCCc1ccc(Cl)cc1)c1ccc2nccnc2c1
 : 25% | -4% | 6% | 6% | -3% | 51% | -2 | -21% | 5%
39	Nc1ccccc1CCc1ccccc1N
 : nt | 18% | -4% | nt | 0% | nt | 6 | nt | nt
40	CNC(=O)CSc1nnnn1CCCOC
 : -6% | -17% | 4% | -1%[11.4 µM] | -12% | -3%[12.7 µM] | -19 | -1% | 2%
41	COc1ccc2c(C#CCCO)c(-c3ccc(S(C)(=O)=O)cc3)sc2c1
 : 36% | 19% | 4% | ? | -3% | nt | -6 | nt | -2%
42	CCOc1ccccc1NC(=O)c1cccnc1
 : 12% | 10% | i | -23% | 3% | nt | 1 | nt | -1%
43	O=C(c1ccco1)N1CCN(C(c2ccccn2)c2nnnn2C2CCCC2)CC1 (stereo not given)
 : 32% | 0% | nt | -12% | -8% | ? | 3 | ? | -3%
44	Cc1ccc(NC(=O)COC(=O)Cc2csc(-c3cccc(F)c3)n2)cc1C
 : 31% | -7% | -13% | -11% | -12% | 15%[59 µM] | 7 | 1% | -2%
45	Cc1ccc(NC(=O)c2ccc(=O)n(CC(=O)Nc3cc(C)cc(C)c3)n2)cc1
 : 36% | 5% | 2% | 0% | -20% | -7%[59 µM] | 5 | 3% | 7%
46	Cc1cc(NS(=O)(=O)c2ccc(NC(=O)CCCOc3ccc(Cl)cc3)cc2)no1
 : 15% | 22% | 4% | -20% | 0% | -32% | -3 | -27% | -9%
47	CC1CCN(CC(=O)c2c[nH]c3ccccc23)CC1
 : 26% | -10% | -9% | 2% | -4% | -7%[59 µM] | 2 | -21% | 15%
48	Cc1onc(-c2c(Cl)cccc2Cl)c1C(=O)NCc1ccccn1
 : 37% | -3% | -8% | 16% | -17% | -27%[12.7 µM] | -2 | 0% | -11%
49	C/C(=C\C(=O)c1c(O)cc(C)oc1=O)N(C)C
 : -12% | 13% | i | -2%[11.4 µM] | -24% | ? | -2 | -8% | ?
50	Cn1ncc2c(NNC(=O)c3ccccc3Cl)ncnc21
 : 37% | 5% | -5% | -4% | -11% | -9% | -4 | 15% | -7%
51	O=C(Nc1cccc(O)c1)c1ccc(Br)cc1
 : 2% | 23% | -12% | -17% | -13% | -21%[12.7 µM] | -3 | -2% | -3%
52	O=C(CSc1nc2[nH]ncc2c(=O)n1-c1ccccc1)N1CCCc2ccccc21
 : 13% | -3% | -4% | -29% | -4% | 8.9µM* | -7 | -2% | ?
53	Cc1cc([N+](=O)[O-])ccc1NC(=O)CSc1nccn1C
 : 55%[activator] | 0% | -5% | -9% | -4% | 28%[59 µM] | -2 | 4% | 0%
54	O=C1NC(Cc2ccccc2)C(=O)N1Cc1ccccc1 (stereo not given)
 : 13%[57 µM] | 2% | -1% | -6% | -11% | nt | 1 | nt | -1%
